High-throughput results as filed in PubChem BioAssay.
CHT allo act: human CHT allosteric activation | CHT-expressing cells, membrane potential dye, choline EC20; stronger effect = higher value; LV-AA mutant CHT in HEK293 cells | B-score at 10 µM | 310,000 compounds, 0.49% hits | AID 488977;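 active means initial fluorescence not abnormally high and integrated response B-score, plate-corrected, over 3 SD above library mean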
Target sequence (Q9GZV3 whole entry, looked up): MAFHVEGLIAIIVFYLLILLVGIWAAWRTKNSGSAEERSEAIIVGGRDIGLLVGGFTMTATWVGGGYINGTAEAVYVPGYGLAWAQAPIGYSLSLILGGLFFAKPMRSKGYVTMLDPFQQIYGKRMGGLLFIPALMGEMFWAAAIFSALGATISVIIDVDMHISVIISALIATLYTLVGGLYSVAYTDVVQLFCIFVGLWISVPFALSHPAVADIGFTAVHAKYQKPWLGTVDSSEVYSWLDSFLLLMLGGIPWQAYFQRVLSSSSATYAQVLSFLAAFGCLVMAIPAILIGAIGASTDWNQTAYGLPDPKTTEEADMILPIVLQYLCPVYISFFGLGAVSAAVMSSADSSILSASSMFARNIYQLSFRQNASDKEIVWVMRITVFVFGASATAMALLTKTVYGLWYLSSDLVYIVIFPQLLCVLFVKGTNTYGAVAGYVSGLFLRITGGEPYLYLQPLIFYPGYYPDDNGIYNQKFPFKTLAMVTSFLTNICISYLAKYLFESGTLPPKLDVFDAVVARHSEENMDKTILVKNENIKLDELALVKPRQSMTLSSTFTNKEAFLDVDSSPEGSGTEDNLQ
CHT inh: inhibitors of human choline transporter CHT | 310,000 compounds, 0.86% hits | Q9GZV3 | B-score at 10 µM | CHT-expressing cells, membrane potential dye, choline response; stronger effect = lower value | AID 488975;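 active means B-score over 3 SD under the library average, and starting fluorescence ratio not unusually high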;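 further: choline stimulus applied at its EC90 after an EC20 pre-addition; B-score computed on integrated fluorescence ratio after choline addition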
An asterisk follows results filed as active; i = inactive.

Under each structure: CHT allo act, CHT inh
CCOc1ccc(/C=C2\SC(=S)N(CCC(=O)Nc3ccccc3C(=O)O)C2=O)cc1
  i, i
COC(=O)c1cccc(NC(=O)c2ccc3c(c2)C(=O)N(Cc2cccnc2)C3=O)c1
  i, i
CN1C(=O)C(=C2CCCCCC2)SC1=S
  i, i
O=C(COC(=O)/C=C/c1ccc(OC(F)F)cc1)NC1CCCCCCC1
  i, i
CC1(C)CC(=O)C2=C(C1)Oc1ncn(CCCO)c(=N)c1C2c1ccccc1 (centres undefined)
  i, i
CSC1=N/C(=C\c2cccnc2)C(=O)N1c1ccccc1
  i, i
COc1ccc(-c2noc(-c3ccco3)n2)cc1OC
  i, i
O=C(Nc1ccccc1Cl)C1CCN(Cc2cnn(-c3ccccc3)c2-n2cccc2)CC1
  i, i
CN(CC(=O)Nc1c(Cl)cccc1Cl)C(=O)C1CCN(C(=O)Nc2ccccc2)CC1
  i, i
CCOC(=O)N1C(=O)[C@@](CC)(c2ccccc2)N1C(=O)OCC
  i, i
Cn1nc(C(F)(F)F)cc1C(=O)NC1CCCCCC1
  i, i
Cc1sc(NC(=O)CCC(=O)O)c(C#N)c1C
  i, i
COc1ccc2nc(SC)c(C#N)cc2c1
  i, i
Cc1cccc(NC(=S)NCc2ccc(F)cc2)c1C
  i, i
O=C(Cc1c(Cl)cccc1Cl)OCc1ccccn1
  i, i
O=C(Cn1nc(Br)nc1Br)c1ccccc1
  i, i
COc1ccc(NC(=O)Nc2ccccc2C(N)=O)cc1
  i, i
CC(C)(O)C#Cc1ccc(C(=O)NC(CCCNC(N)=O)C(=O)O)s1 (centres undefined)
  i, i
CCOc1ccc(-c2nn3c(-c4ccccc4)nnc3s2)cc1
  i, i
O=C1OC(N2CCN(C(=O)c3ccco3)CC2)c2ccccc21 (centres undefined)
  i, i
O=C(NNC(=O)C1CCCC1)c1ccc(F)cc1
  i, i
CCCCN(C(C)=O)c1c(N)n(CCC)c(=O)n(CC(=O)Nc2cc(Cl)cc(Cl)c2)c1=O
  i, i
Cc1ccccc1N(CC(=O)NC1CCCCC1)C(=O)CCCC(=O)Nc1ccccn1
  i, i
Cc1nc2cc(NC(=O)c3ccco3)ccc2n1C
  i, i
CCOC(=O)N1CCC(N2C(=O)c3ccccc3C2Nc2ccc3c(C)cc(=O)oc3c2)CC1 (centres undefined)
  i, i
Cc1ccc2nc3n(c2c1)CCCN3
  i, i
COC(=O)C(NC(=O)Nc1ccccc1OC)C(C)C (centres undefined)
  i, i
CC(C)N1C/C(=C/c2ccsc2)C(=O)/C(=C/c2ccsc2)C1
  i, i
CCOC(=O)Cc1csc(NC(=O)Cc2ccccc2[N+](=O)[O-])n1
  i, i
O=[N+]([O-])c1ncccc1OCc1ccccc1Br
  i, i
COC(=O)CN1C(=O)Nc2ccc(C)cc2C1c1ccccc1 (centres undefined)
  i, i
CCC(=O)c1ccc(OCC(O)CNCc2ccc(F)cc2)cc1 (centres undefined)
  i, i
COc1ccc2cc(C(=O)COC(=O)COc3ccc4c(C)cc(=O)oc4c3)ccc2c1
  i, i
CC(C)(C)C(=O)Nc1nc2c(s1)CN(Cc1ccccc1)CC2
  i, i
O=C(COC(=O)c1ccccc1)Nc1ccccc1Br
  i, i
O=C(Nc1ccccc1OC(F)F)c1cccc(S(=O)(=O)N2CCCC2)c1
  i, -5.1*
CC(C)CC1CC(C)(c2csc(NNC(=O)c3ccccc3)n2)OC1=O (centres undefined)
  i, i
O=C(COc1ccc(Cl)cc1Cl)NC(=O)N1CCOCC1
  i, i
CN(Cc1ccccc1)C(=O)COC(=O)c1cc([N+](=O)[O-])ccc1N1CCOCC1
  i, i
COc1ccc(S(=O)(=O)N(C)CC(=O)Nc2ccc3c(c2)OCCO3)cc1OC
  i, i
O=C(CCNS(=O)(=O)c1ccc(OC(F)(F)F)cc1)N1CCN(C/C=C/c2ccccc2)CC1
  i, i
COCC(C)NS(=O)(=O)c1ccc(C)cc1 (centres undefined)
  i, i
Cc1cc(C)c(S(=O)(=O)Nc2cccc(S(=O)(=O)NC3=NCCC3)c2)c(C)c1
  i, i
Cc1ccccc1/C=N\NC(=O)c1ccc(Cn2cccn2)o1
  i, i
Cc1nnc(Cl)c2nn(-c3ccccc3F)c(C)c12
  i, i
Cc1cc(C(C)(C)C)oc1C(=O)NCCCNC(=O)c1oc(C(C)(C)C)cc1C
  i, i
C[C@@H]1NC(=O)c2cc([N+](=O)[O-])cc(I)c2OCC[C@@H](C(=O)NC(CC(=O)O)C(N)=O)NC(=O)[C@H](CC(N)=O)NC1=O (some centres undefined)
  i, i
Cc1ccc(N2C(=O)C3C4C=CC(C4)C3C2=O)cc1 (centres undefined)
  i, i
Cc1ccc(-n2c(O)c(/C=N/c3ncn[nH]3)c3ccccc3c2=O)cc1
  i, i
CC(CC(=O)NCC1CCCO1)c1ccccc1 (centres undefined)
  i, i

A draw from above in order of formula weight, largest number first:
Under each structure: CHT allo act, CHT inh
C[C@@H]1NC(=O)c2cc([N+](=O)[O-])cc(I)c2OCC[C@@H](C(=O)NC(CC(=O)O)C(N)=O)NC(=O)[C@H](CC(N)=O)NC1=O (some centres undefined)
  i, i
Cc1cc(C)c(S(=O)(=O)Nc2cccc(S(=O)(=O)NC3=NCCC3)c2)c(C)c1
  i, i
Cc1nnc(Cl)c2nn(-c3ccccc3F)c(C)c12
  i, i
Cc1ccc(N2C(=O)C3C4C=CC(C4)C3C2=O)cc1 (centres undefined)
  i, i

A portion from the list above, as a working copy:
Under each structure: CHT allo act, CHT inh
Cc1ccc(N2C(=O)C3C4C=CC(C4)C3C2=O)cc1 (centres undefined)
  i, i
Cc1ccc(-n2c(O)c(/C=N/c3ncn[nH]3)c3ccccc3c2=O)cc1
  i, i
CC(CC(=O)NCC1CCCO1)c1ccccc1 (centres undefined)
  i, i

(next part)
Under each structure: CHT allo act, CHT inh
CCOC(=O)C1(Cc2ccccc2)CCCN(C2CCCC2)C1 (centres undefined)
  i, i
Cc1ccccc1C(=O)Nc1ccccc1
  i, i
COC(=O)c1ccc(N2CCOCC2)c(NC(=O)c2ccco2)c1
  i, i
Cn1nc(-c2ccc(N3CCOCC3)c(NS(=O)(=O)c3ccc(Cl)cc3)c2)c2ccccc2c1=O
  i, i
Cc1ccc(C2CC(c3ccc(Cl)cc3)n3nc(N)nc3N2)cc1 (centres undefined)
  i, i
Cc1cc(C)nc(NS(=O)(=O)c2ccc(NC(=O)Nc3ccccc3)cc2)n1
  i, i
Cc1[nH][nH]c(=O)c1N=Nc1ccc(S(N)(=O)=O)cc1
  i, i
Cc1ccccc1NS(=O)(=O)c1cc(S(C)(=O)=O)ccc1Cl
  i, i
CCOC(=O)Cn1c(CN2CCOCC2)nc2c1c(=O)[nH]c(=O)n2C
  i, i
COc1ccc(-c2csc(NCc3ccco3)n2)cc1C
  i, i
O=C(Cn1cnc2ccccc2c1=O)NCc1ccc2c(c1)OCO2
  i, i
O=C(c1ccc(F)cc1)n1cc(C(=S)N2CCOCC2)c2ccccc21
  i, i
COc1ccc(C(=O)C2CCCN(S(=O)(=O)N(C)C)C2)c(C)c1 (centres undefined)
  i, i
O=C1CCCC/C1=C/Nc1ccc(S(=O)(=O)Nc2ncccn2)cc1
  i, i
CNc1c([N+](=O)[O-])cnn1-c1ccc(Cl)cc1
  i, i
O=C(O)c1cccc(-c2ccc(/C=C3/SC(=Nc4ccccc4)N(Cc4cccnc4)C3=O)o2)c1
  i, i
Cc1nc2nc[nH]c2cc1Br
  i, i
CCN(CC)c1ccc([N+](=O)[O-])cc1C(=O)N1CCOCC1
  i, i
COc1ccc(N(C(=O)c2cccnc2)S(=O)(=O)c2cccc([N+](=O)[O-])c2)cc1
  i, i
CSc1ccccc1OCc1cc(C(=O)N2CCc3c(Cl)cccc3C2)no1
  i, i
O=C(c1cc(S(=O)(=O)Nc2ccccc2F)c(Cl)cc1Cl)N1CCN(CCO)CC1
  i, i
COCC(=O)NCc1ccc2c(c1)OCO2
  i, i
COC(=O)c1[nH]c2cccc(OC)c2c1NC(=O)CCN1CCSCC1
  i, i
COc1cccc(OC)c1NC(=O)Cc1nn(C)c(=O)c2ccccc12
  i, i
CC(CC(F)(F)F)N1CCC(n2nccc2NC(=O)CCOc2ccccc2)CC1 (centres undefined)
  i, i
COc1ccc(CCN2CC(C(=O)N3CCSCC3)CCC2=O)cc1 (centres undefined)
  i, i
CC1CCCCN1C(=O)c1ccc(COc2ccc([N+](=O)[O-])cc2)o1 (centres undefined)
  i, i
O=C(Cn1nc(-c2ccccc2)ccc1=O)NCCN1CCN(Cc2ccccc2)CC1
  i, i
O=C(CCc1nnc(C2CCCCC2)o1)N1CCCCC1CCn1cccn1 (centres undefined)
  i, i
Cc1ccc(O)c(-c2cc(C(=O)Nc3c(C)n(C)n(-c4ccccc4)c3=O)[nH]n2)c1
  i, i
CC(=O)Nc1ccccc1C(=O)C(=O)Nc1ccc(Cl)cc1
  i, i
CC1CCCN(CCOc2ccc3ccccc3c2Br)C1 (centres undefined)
  i, i
CCOC(=O)C1=C(C)N(CCCCCC(=O)O)C(=O)NC1c1ccc(Cl)cc1 (centres undefined)
  i, i
O=C1CC(N(O)C2CC(=O)N(Cc3ccccc3)C2=O)C(=O)N1Cc1ccccc1 (centres undefined)
  i, i
Cc1cc(Br)ccc1NC(=O)c1sc2ncnc(N3CCN(c4ccccn4)CC3)c2c1C
  i, i
CCn1c(SCc2cccc(F)c2)nnc1-c1cccnc1
  i, i
C=CCOc1ccc(Cl)cc1CNCCCN1CCOCC1
  i, i
O=C(NCc1cccnc1)c1cc([N+](=O)[O-])ccc1N1CCOCC1
  i, i
OCCN1CCN(c2nc(-c3ccccc3)c3cc(Br)ccc3n2)CC1
  i, i
O=C(CCS(=O)(=O)c1ccc2c(c1)NC(=O)CS2)NCCc1ccc(Cl)cc1
  i, i
Cc1nc2scc(C)n2c(=O)c1S(=O)(=O)NCc1ccc(F)cc1
  i, i
O=C(CN1C2=NCCN2c2ccccc21)C12CC3CC(CC(C3)C1)C2
  i, i
CC1(C)CC(=O)C=C(NCCN2CCN(C(=S)Nc3ccc(F)cc3)CC2)C1
  i, i
CCN(CC)S(=O)(=O)c1ccc(NC(=O)c2cccs2)cc1
  i, i
COc1ccccc1NC(=O)c1cc(-c2ccc(C)o2)nc2ccccc12
  i, i
CC1CC(C)CN(S(=O)(=O)c2cc3c4c(c2)C(C)C(=O)N4CCC3)C1 (centres undefined)
  i, i
COc1ccc(-c2cc(C)no2)cc1S(=O)(=O)N(C)Cc1ccco1
  i, i
COc1ccc(-c2n[nH]c(C)c2-c2cnn(-c3ccccc3)c2)c(O)c1
  i, i
CCOc1ccc(NC(=O)c2ccc(S(=O)(=O)N(C)C)cc2)cc1
  i, i
COc1ccc(OC)c(/C=C/C(=O)N(C)CC(=O)Nc2cc(C)ccc2C)c1
  i, i

Remaining list, next part.
Under each structure: CHT allo act, CHT inh
CC(C)c1ccc(N(CC(=O)NN=C2CCN(C)CC2)S(=O)(=O)c2ccccc2)cc1
  i, i
Nc1cc(Cl)ccc1C(=O)OCC(=O)NC1CCS(=O)(=O)C1 (centres undefined)
  i, i
CC1(C)OC(c2ccccc2)=C/C(=C/C=C2C(=O)c3ccccc3C2=O)O1
  i, i
Cc1ccc(SCC(=O)NN=C2CCN(C)CC2)cc1
  i, i
O=C(CSC1=NCCS1)Nc1cccc2ccccc12
  i, i
Cc1ccc(-c2cc(-c3ccc(F)cc3)nc(N)c2C#N)o1
  i, i
CCOc1c2ccc(C(=O)NC3CCCc4ccccc43)cc2nn1CC (centres undefined)
  i, i
O=C(CN(C(=O)c1ccc(Cl)cc1)N1C(=O)C2CCCCC2C1=O)c1ccc(Cl)cc1 (centres undefined)
  i, i
O=c1oc2cc(S(=O)(=O)NCCCO)ccc2c2ccc(S(=O)(=O)NCCCO)cc12
  i, i
Cc1ccccc1OCC(=O)Nc1nnc(-c2ccncc2)s1
  i, i
CCOC(=O)N1CCN(C(=O)/C(=C\c2cccs2)NC(=O)c2cccs2)CC1
  i, i
CCOc1ccc(N(CC(=O)Nc2cccnc2)S(=O)(=O)c2ccc(C)cc2)cc1
  i, i
COc1ccccc1-n1c(SCC(=O)Nc2cccc(S(N)(=O)=O)c2)nc2ccccc2c1=O
  i, i
CCOc1ccc(C(=O)C[n+]2cccc3cc(C)ccc32)cc1
  i, i
Cc1oc2ncnc(N)c2c1C
  i, i
CCOCCCNS(=O)(=O)c1ccc(NC(=O)c2ccc(OC)c([N+](=O)[O-])c2)cc1
  i, i
COc1ccc(OCc2cc(C(=O)N3CCN(CC4CC4)CC3)no2)c(Cl)c1
  i, i
CCc1c(C(=O)N2CCOCC2)csc1C
  i, i
COc1cc2nc(N(CCCN(C)C)C(=O)c3ccc(S(=O)(=O)N(C)C4CCCCC4)cc3)sc2cc1OC
  i, i
COc1cccc(OCCSc2nc(C)c(Cc3ccccc3)c(=O)[nH]2)c1
  i, i
COc1ccc(-c2cnnc(N/N=C/c3c(C)nn(-c4ccccc4)c3Cl)n2)cc1
  i, i
COC(=O)c1ccc(C(=O)OC)c(NC(=O)CN2CCN(c3ccccc3OC)CC2)c1
  i, i
Cc1nn(-c2cccc(Cl)c2)c2nc(-c3ccco3)cc(C(=O)O)c12
  i, i
CCOc1ccccc1NC(=O)c1cc(=O)c2ccccc2o1
  i, i
Cc1ccc(-n2nnc3c(SCC(=O)NCC4CCCO4)ncnc32)cc1 (centres undefined)
  i, i
CC(C)Cc1ccc(CN2CCCC(NC(=O)CCN3CCCCC3=O)C2)cc1 (centres undefined)
  i, i
O=C(COC(=O)C1CCC(=O)N1)Nc1ccc(Cl)cc1Cl (centres undefined)
  i, i
CSc1ccc(-c2c(C#N)c(N)nc3c2c(C)nn3-c2ccccc2)cc1
  i, i
COc1cc(OC)c(CN2CCc3c([nH]c4ccccc34)C2)cc1Br
  i, i
